PfGluPho inh: PfG6PD (Plasmodium falciparum) enzyme inhibition; PfGluPho enzyme, NADPH resazurin-diaphorase fluorescence; inhibition, % at 20 µM; 0.78% of 350,000 active;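 active = inhibition reaching at least a set limit at 20 µM in the primary screen, cut at about 59% in these data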;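 note: 0% = DMSO wells with substrate and 100% = DMSO wells lacking glucose-6-phosphate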
SENP6 block: blocks the human protease SENP6 | Q9GZR1 | Recombinant SENP6 catalytic domain, aminoluciferin luminescence | inhibition, % at 10 µM | 1.8% of 330,000 active;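 active = inhibition above about 50% at the single tested dose, limit read from the data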;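 note: plate controls were DMSO wells with enzyme for no effect and DMSO wells lacking enzyme for full effect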
Target sequence (Q9GZR1 628-1112 limits assumed): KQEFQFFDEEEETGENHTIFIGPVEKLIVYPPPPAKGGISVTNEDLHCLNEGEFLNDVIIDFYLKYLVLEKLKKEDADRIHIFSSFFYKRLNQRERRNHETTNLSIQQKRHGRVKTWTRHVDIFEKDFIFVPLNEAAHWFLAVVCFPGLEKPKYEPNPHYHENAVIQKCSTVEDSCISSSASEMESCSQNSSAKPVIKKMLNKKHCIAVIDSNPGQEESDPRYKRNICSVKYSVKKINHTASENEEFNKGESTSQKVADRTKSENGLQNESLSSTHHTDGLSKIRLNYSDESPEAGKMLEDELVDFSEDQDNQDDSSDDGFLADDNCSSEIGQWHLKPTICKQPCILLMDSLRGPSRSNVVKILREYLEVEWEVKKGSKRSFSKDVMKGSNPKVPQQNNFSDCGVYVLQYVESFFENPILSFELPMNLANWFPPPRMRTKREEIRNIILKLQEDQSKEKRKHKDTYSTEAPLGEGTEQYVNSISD
SENP8 block: blocks human SENP8 cleavage of Nedd8 substrate; inhibition, % at 20 µM; recombinant SENP8, Nedd8 substrate fluorescence; 0.64% of 360,000 active; in the data active = inhibition mostly above about 40%, no sharp cut-off; inactive = mostly below about 27%
MPTP block: blocks calcium-induced mitochondrial swelling; isolated mouse mitochondria, Ca2+ swelling absorbance, 30 min; inhibition, % at 10 µM; 1.4% of 360,000 active; AID 602449;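 active = inhibition of 50% or more, scaled per plate between neutral and stimulator controls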;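 note: 0% = DMSO wells given calcium and 100% = 1 mM EGTA wells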
ATG4B inh: inhibitors of human ATG4B cysteine protease. ATG4B cleavage of LC3-PLA2, NBD-HPC fluorescence, 1 h. inhibition, % at 8.33 µM. 0.51% of 340,000 active; in the data active = inhibition above about 40%
Target sequence (Q9Y4P1 whole entry, looked up): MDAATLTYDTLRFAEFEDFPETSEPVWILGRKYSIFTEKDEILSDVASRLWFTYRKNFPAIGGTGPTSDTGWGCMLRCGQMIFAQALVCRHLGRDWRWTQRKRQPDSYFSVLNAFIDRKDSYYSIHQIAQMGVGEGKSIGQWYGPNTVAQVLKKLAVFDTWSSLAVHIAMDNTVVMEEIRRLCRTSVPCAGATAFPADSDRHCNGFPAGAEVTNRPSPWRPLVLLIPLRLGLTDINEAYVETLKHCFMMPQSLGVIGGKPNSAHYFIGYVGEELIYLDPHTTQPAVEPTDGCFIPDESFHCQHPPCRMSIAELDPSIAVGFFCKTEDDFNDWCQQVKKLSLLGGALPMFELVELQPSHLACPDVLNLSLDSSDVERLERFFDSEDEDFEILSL
SENP1 inh: blocks the human SENP1 SUMO protease catalytic domain | recombinant SENP1 catalytic domain, CyPet-SUMO1-YPet FRET cleavage | inhibition, % at 10 µM | 0.21% of 360,000 active | AID 624204;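 active = inhibition at least 30% at 10 µM, raw YFP signal under a set limit, fluorescence ratio 0.5 to 1.5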;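 note: 0% = enzyme with DMSO and 100% = no enzyme wells; some results filed as inactive read as strong as hits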
Target sequence (Q9P0U3 419-644 limits assumed): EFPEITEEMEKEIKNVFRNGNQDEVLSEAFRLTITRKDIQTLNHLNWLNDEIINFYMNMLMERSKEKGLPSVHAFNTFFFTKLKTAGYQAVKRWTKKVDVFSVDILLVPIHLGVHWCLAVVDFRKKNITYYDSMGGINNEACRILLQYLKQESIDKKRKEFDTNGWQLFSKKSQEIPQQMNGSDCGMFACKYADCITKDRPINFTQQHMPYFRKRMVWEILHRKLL
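Test system: hSENP1 catalytic domain, recombinant; Amount: 20 pM final SENP1 enzyme; Medium: Tris pH 8 buffer plus EDTA, NaCl, BME, BSA, NP40, catalase; Schedule: 50 min enzyme reaction, room temperature, light-protected; Technique: FRET fluorescence in CFP and YFP emission channels; Controls: no-enzyme wells low, DMSO-plus-enzyme wells high control.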
hIAP act: increases human intestinal alkaline phosphatase activity | AID 2524 | 0.16% of 330,000 active | purified human IAP, CDP-Star luminescence, 30 min; active compounds read high; 1 = vehicle-only enzyme, 0 = enzyme-free background | activation factor at 10 µM;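 active = activation factor of the enzyme at least 2-fold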; note: the source names both 10 and 20 µM as test concentration; values of inactives mirror those of a sister screen read the other way
NR3A LBD binder: modulates the human NR3A ligand-binding domain | Tm shift relative to glycine control, % at 25 µM | 2.5% of 340,000 active | NR3A LBD differential scanning fluorimetry, Tm shift; 0% = protein alone, 100% = glycine-bound protein;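 active = melting temperature shift of at least 10% of the positive control shift, at one fixed dose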
Numbers without * were called inactive; x = not tested or not shown.

1. COc1ccc(S(=O)(=O)N2CCCOC2CNC(=O)C(=O)NCCc2ccco2)cc1 (configuration not stated)
2. COc1cc(C2C(C(=O)OCCC#N)=C(C)NC3=C2S(=O)(=O)c2ccccc23)cc(OC)c1OC (configuration not stated)
3. COc1ccc(/C(C)=N/NC(=O)CNC(=O)Cc2ccccc2)c(OC)c1
4. Cc1ccccc1-c1cc(C(=O)NCc2cccs2)n(CC2CC(c3cccnc3)=NO2)n1 (configuration not stated)
5. N#CC1=C(N)Oc2c(ccc3cccnc23)C1c1ccccc1 (configuration not stated)
6. CN(C(=O)c1sc2nc(N3CCCC3)c3c(c2c1N)CC(C)(C)OC3)c1ccccc1

Assay by compound	1	2	3	4	5	6
PfGluPho inh	1.7	5.1	-4.5	1.2	13.7	66.2*
SENP6 block	-3.8	-2.2	-2.7	-17.5	7.6	-10.4
SENP8 block	1.0	-164.3	26.1	12.1	-417.8	-317.8
MPTP block	0.9	0.7	1.5	0.2	-1.3	1.2
ATG4B inh	-6.7	-8.9	-0.9	-8.9	-12.5	-6.4
SENP1 inh	0.2	-58.0	1.8	2.7	-63.1	-7.3
hIAP act	1.07	0.898	1.16	0.953	0.969	1.02
NR3A LBD binder	-0.9	1.9	1.5	-0.2	-0.4	-3.3

Some of these compounds in order of count of non-hydrogen atoms, ascending.
5. N#CC1=C(N)Oc2c(ccc3cccnc23)C1c1ccccc1 (configuration not stated)
3. COc1ccc(/C(C)=N/NC(=O)CNC(=O)Cc2ccccc2)c(OC)c1
6. CN(C(=O)c1sc2nc(N3CCCC3)c3c(c2c1N)CC(C)(C)OC3)c1ccccc1
4. Cc1ccccc1-c1cc(C(=O)NCc2cccs2)n(CC2CC(c3cccnc3)=NO2)n1 (configuration not stated)
2. COc1cc(C2C(C(=O)OCCC#N)=C(C)NC3=C2S(=O)(=O)c2ccccc23)cc(OC)c1OC (configuration not stated)

Assay by compound	5	3	6	4	2
PfGluPho inh	13.7	-4.5	66.2*	1.2	5.1
SENP6 block	7.6	-2.7	-10.4	-17.5	-2.2
SENP8 block	-417.8	26.1	-317.8	12.1	-164.3
MPTP block	-1.3	1.5	1.2	0.2	0.7
ATG4B inh	-12.5	-0.9	-6.4	-8.9	-8.9
SENP1 inh	-63.1	1.8	-7.3	2.7	-58.0
hIAP act	0.969	1.16	1.02	0.953	0.898
NR3A LBD binder	-0.4	1.5	-3.3	-0.2	1.9

Remaining list, next part
7. O=c1nc(-c2ccccc2)n(-c2ccc(Cl)cc2)[nH]1
8. CCOC(=O)C1=C(C)Nc2sc(C(=O)c3ccc(OC)cc3)c(N)c2C1c1ccc(C(=O)OC)cc1 (configuration not stated)
9. Nc1nc(Cl)nc2c1ncn2[C@H]1C[C@H](O)[C@@H](CO)O1
10. Nc1ncnc(N)c1N=Nc1ccccc1
11. COc1ccc(Cl)cc1NC(=O)CSc1nnc(Cc2cccn2C)n1-c1ccc(F)cc1
12. O=C(Cc1cccs1)NNC(=S)NC(=O)c1ccc(F)c(F)c1

Assay by compound	7	8	9	10	11	12
PfGluPho inh	10.7	26.9	-4.9	5.0	13.3	14.2
SENP6 block	-6.3	-22.1	-14.0	14.8	-7.4	0.3
SENP8 block	-413.7	-206.2	13.1	-3.7	-11.3	13.5
MPTP block	-0.5	2.2	-0.4	-0.1	-0.6	-6.1
ATG4B inh	-4.8	6.6	2.4	4.9	10.0	-5.8
SENP1 inh	1.5	-26.3	0.5	3.4	-2.8	-2.0
hIAP act	1.04	1.01	1.08	1.14	0.896	1.01
NR3A LBD binder	1.8	-5.0	-0.8	0.1	-10.4	0.9

13. CCCCCCOc1ccc(N2C(=O)CC(N3CCN(CCN=CC4=C(O)CC(C)(C)CC4=O)CC3)C2=O)cc1 (configuration not stated)
14. CCc1ccccc1NC(=O)CSc1ccsc1[N+](=O)[O-]
15. COc1ccc(CN2CCCC(C(=O)c3ccc4c(c3)OCO4)C2)c(F)c1 (configuration not stated)
16. O=S(=O)(c1ccccc1)c1cnc2ccccc2c1
17. CCOCCCN(Cc1cc2cc(C)cc(C)c2[nH]c1=O)C(=O)N(CC)CC
18. COc1ccc(NC(=O)CSc2nccn2-c2ccccc2)cc1

Assay by compound	13	14	15	16	17	18
PfGluPho inh	0.8	9.6	0.2	-9.9	3.4	-6.7
SENP6 block	-2.2	-0.4	13.4	-1.1	-6.4	0.1
SENP8 block	4.8	24.7	6.1	3.7	-103.9	18.4
MPTP block	-1.5	1.1	-0.6	-0.9	1.3	-0.6
ATG4B inh	-1.8	15.2	19.8	-8.7	-13.5	-2.7
SENP1 inh	-0.1	2.5	1.8	1.0	-0.8	2.4
hIAP act	1.07	1.05	0.97	1.14	0.816	0.899
NR3A LBD binder	-12.5	-0.8	-2.8	-1.1	-4.3	0.1

19. Nc1c2c(nn1-c1ccccc1)CCC2
20. CCOC(=O)C1CCN(C(=O)c2cc(OCC)c(OCC)c(OCC)c2)CC1
21. Cc1ccc(CC(=O)NCCS(=O)c2ccc(Cl)cc2)cc1 (configuration not stated)
22. COc1cccc(C(=O)Oc2cc(C)[nH]c(=O)c2[N+](=O)[O-])c1
23. Cn1cc(CNC(=O)Nc2ccc3c(c2)OCO3)cn1
24. Cc1cc(C(=O)Nc2ccc(S(=O)(=O)N3CCCC3)cc2)no1

Assay by compound	19	20	21	22	23	24
PfGluPho inh	-7.2	19.0	-10.4	-12.2	19.9	5.7
SENP6 block	2.3	-14.5	-3.4	-9.3	-7.2	12.6
SENP8 block	11.3	19.8	17.1	6.0	8.0	14.8
MPTP block	0.3	-0.3	1.1	-0.6	0.0	0.2
ATG4B inh	-3.7	-15.0	-0.4	4.8	0.1	-0.6
SENP1 inh	0.0	2.4	2.8	2.6	0.6	-1.5
hIAP act	1.12	1.04	0.988	1.27	0.972	1.02
NR3A LBD binder	0.2	-0.7	0.4	-2.7	2.1	0.9

25. NS(=O)(=O)c1ccc(NC(=O)C2COc3ccccc3O2)cc1 (configuration not stated)
26. CCCCC(=O)Nc1ccc(NC(=O)C2CC2)nc1
27. O=C(c1ccccc1)N1CCN(S(=O)(=O)c2cccs2)CC1
28. Cc1cc(N2CCN(C(c3ccccc3)c3ccccc3)CC2)n2ncnc2n1
29. COc1ccc(C)cc1NC(=O)c1cc(S(=O)(=O)N2CCC3(CC2)OCCO3)ccc1F
30. O=C(Nc1ncn[nH]1)c1ccc(Cl)c(Cl)c1

Assay by compound	25	26	27	28	29	30
PfGluPho inh	-4.1	-2.8	-2.9	-7.9	12.1	1.5
SENP6 block	1.4	-5.1	5.3	8.4	0.9	-36.9
SENP8 block	x	33.6	5.2	13.8	1.4	4.9
MPTP block	x	0.7	0.6	1.5	-1.0	-1.5
ATG4B inh	2.6	-5.5	-0.2	3.5	-0.3	1.8
SENP1 inh	x	2.1	-0.3	-0.3	0.0	1.5
hIAP act	0.998	1.11	0.975	1.03	1.03	1.08
NR3A LBD binder	0.3	1.5	-1.2	-5.9	4.1	-0.1

31. Cc1[nH]c(=O)[nH]c(=O)c1S(=O)(=O)N1CCCC(C(=O)NCCC2=CCCCC2)C1 (configuration not stated)
32. Cc1ccc(C)c(OCCCNCc2ccccc2)c1
33. Cc1cc2cc(CN(CCN3CCOCC3)C(=O)Nc3ccccc3F)c(=O)[nH]c2cc1C
34. CC1=C(C(=O)OC2CCCCC2)C(c2ccccc2F)NC(=O)N1 (configuration not stated)
35. O=C(CCNS(=O)(=O)c1ccc2[nH]c(=O)oc2c1)Nc1cccc(Br)c1
36. O=C1Nc2ccccc2C12OCCO2

Assay by compound	31	32	33	34	35	36
PfGluPho inh	-11.1	-8.0	-16.4	1.2	1.7	-9.8
SENP6 block	-5.2	-10.7	7.9	-12.4	2.4	-12.4
SENP8 block	-1.4	18.8	-109.3	16.6	7.4	-0.3
MPTP block	-0.5	4.0	-1.0	-0.4	-2.0	-1.1
ATG4B inh	-0.1	5.4	0.7	-5.1	-2.2	1.5
SENP1 inh	-2.8	1.7	5.8	1.7	2.2	-2.0
hIAP act	1.03	0.979	1.15	1.17	0.92	0.946
NR3A LBD binder	-0.9	-1.2	0.1	0.5	2.9	1.8

37. CS(=O)(=O)N(CC(=O)N1CCCCCC1)c1cccc([N+](=O)[O-])c1
38. O=C(Nc1ccc(NC(=O)C2CCCCC2)nc1)c1ccccn1
39. Cc1cc(C)cc(N(CCC#N)C(=O)COC(=O)CNC(=O)c2sc3ccccc3c2Cl)c1
40. CCN1C(=O)/C(=C\c2ccc(-c3ccc([N+](=O)[O-])cc3OC)o2)SC1=Nc1cccc(C(=O)O)c1
41. CCOC(=O)c1c(NC=O)sc2c1CCC2
42. CC(C)(O)C(=O)NN(C(=O)c1ccccc1)c1cccc(Br)c1

Assay by compound	37	38	39	40	41	42
PfGluPho inh	-5.6	-2.7	7.7	-2.9	4.8	-15.9
SENP6 block	11.7	-32.7	-14.4	x	5.4	-7.7
SENP8 block	3.3	12.5	-2.2	34.4	12.6	27.4
MPTP block	-0.2	-1.1	0.8	4.5	9.6	-0.3
ATG4B inh	-5.6	4.0	-9.9	4.9	0.4	3.3
SENP1 inh	-2.4	3.9	0.5	-0.2	1.4	-0.3
hIAP act	0.984	1.04	0.956	x	1.06	1.15
NR3A LBD binder	1.9	-7.1	2.4	-11.0	-11.5	5.6

43. Cc1nc2oc3ccccc3c(=O)c2cc1C(=O)O
44. O=C(c1cccc(F)c1)N1CCCC(C(=O)N2CCCC2)C1 (configuration not stated)
45. Cc1sc(N/N=C/c2ccco2)nc1-c1ccccc1
46. Cc1ccc(NS(=O)(=O)c2ccc3c(c2)NC(=O)CO3)c(C)c1
47. O=[N+]([O-])c1cc(-c2ncccn2)c([N+](=O)[O-])s1
48. COCCN(Cc1cc2cc(C)cc(C)c2nc1Cl)C(=O)Nc1ccccc1

Assay by compound	43	44	45	46	47	48
PfGluPho inh	12.8	4.5	15.4	23.2	123.3*	6.5
SENP6 block	7.3	-6.4	-3.5	19.6	-3.9	-18.9
SENP8 block	-1.3	13.0	-28.9	5.1	17.4	15.9
MPTP block	0.3	-0.2	1.9	0.0	3.9	1.9
ATG4B inh	-3.4	6.8	9.6	-13.3	8.1	-1.3
SENP1 inh	6.6	0.9	-1.9	1.1	-12.8	-0.8
hIAP act	1.01	0.875	1.02	1.11	1.03	0.982
NR3A LBD binder	0.6	0.1	-2.6	-3.0	-4.9	-36.9

49. CC1CN(C(=O)CSc2nc(N)c(NC(=O)c3ccc(C(F)(F)F)cc3)c(=O)[nH]2)CC(C)O1 (configuration not stated)
50. COc1cccc(OC)c1OC(=O)c1cnccn1
51. Cc1ccc(NS(=O)(=O)c2ccc3oc(=O)ccc3c2)cc1Cl
52. CCC1(c2ccccc2)NC(=O)N(CC(=O)NCc2ccccc2OC)C1=O (configuration not stated)
53. Cn1c(C2CCCCC2)nc2ccccc21
54. CCOC(=O)c1c(C)nn(Cc2cccc(Cl)c2)c1N

Assay by compound	49	50	51	52	53	54
PfGluPho inh	-20.7	4.0	-19.4	10.1	3.3	0.2
SENP6 block	x	-36.8	x	8.9	-10.5	-19.7
SENP8 block	7.1	-1.1	25.2	6.5	5.9	11.7
MPTP block	-0.2	1.0	0.3	-1.5	0.1	0.8
ATG4B inh	x	-4.3	-2.7	-9.1	4.5	5.6
SENP1 inh	2.8	0.1	3.3	-2.1	1.5	-0.1
hIAP act	x	0.973	x	0.999	1.21	0.952
NR3A LBD binder	x	-1.2	-6.1	-2.3	0.1	-2.5

55. O=C(CCN1C(=O)c2ccccc2S1(=O)=O)Nc1cccc2ccccc12
56. Cc1oc(/N=C/c2ccc(O)cc2O)c(C#N)c1C
57. COc1ccc(CCNC(=O)Cc2cccs2)cc1OC
58. CCc1ccc(NC(=O)c2[nH]c(C)c(C(C)=O)c2C)cc1
59. CCCn1cnc2c(SCc3ccccc3)nc(N)nc21

Assay by compound	55	56	57	58	59
PfGluPho inh	2.4	-3.6	-5.5	9.3	18.4
SENP6 block	-2.2	57.4*	-15.1	37.3	x
SENP8 block	6.0	-12.5	-8.3	-21.8	-9.5
MPTP block	-0.9	7.1	-0.6	-0.5	0.0
ATG4B inh	9.0	-8.2	5.8	-12.6	-6.2
SENP1 inh	1.3	-92.6	0.4	-0.2	1.3
hIAP act	1.07	1.01	1.08	1.16	x
NR3A LBD binder	-2.0	-1.4	-1.9	-0.7	-1.0

Assay outcomes as filed in PubChem.
